F-actin modifier = alters cytoskeleton assembly in HUVEC cells; HUVEC TNFa F-actin phalloidin imaging, high content; inhibition, % at 2 µM; 0.18% of 91,000 active; AID 836;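 active = inhibition above the batch mean plus 3 SD and confirmed as a hit by visual image inspection, cut at about 30% in these data, passing the limit was not always enough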; note: strong numbers were not always called active
Fibroblast inh = blocks proliferation of human lung fibroblasts; 1.1% of 85,000 active; LL 47 human lung fibroblast viability, ATP luminescence; stronger effect = lower value; viability, % at 10 µM; AID 719;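 active = viability at or below 50% in the single dose screen; inactive = viability above 50%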;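 note: compound exposure lasted 72 h before the ATP readout; 100% = median luminescence of untreated cell-only wells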
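Test system: LL 47 human lung fibroblasts / Incubation: 72 h compound exposure at 37 °C after overnight plating / Technique: luminescent ATP detection, CellTiter-Glo / Compound dosing: 0.1% DMSO in all compound wells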
H69AR inhibit = blocks growth of human H69AR lung tumor cells; H69AR lung tumor viability, ATP luminescence, 72 h; stronger effect = lower value; viability, % at 10 µM; 6% of 85,000 active;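 active = viability at or below 40%; inactive = viability above 40%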;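 note: multidrug resistant small cell line overexpressing MRP-1 efflux transporter; 100% = mean luminescence of untreated control wells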
PTK2B oligo ant = antagonists of human Pyk2 oligomerization; Q293 cells, Pyk2 FERM NanoBiT luminescence; stronger effect = lower value; z-score (the deposit names both 25 µM and 10 µM); 0.83% of 99,000 active;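 active = Z-score of -3 or lower, scaled per plate to the spread of control and sample wells; inactive = z-score above -3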;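 note: negative z-score means lost luminescence so less FERM oligomerization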
Target sequence (Q14289 whole entry, looked up): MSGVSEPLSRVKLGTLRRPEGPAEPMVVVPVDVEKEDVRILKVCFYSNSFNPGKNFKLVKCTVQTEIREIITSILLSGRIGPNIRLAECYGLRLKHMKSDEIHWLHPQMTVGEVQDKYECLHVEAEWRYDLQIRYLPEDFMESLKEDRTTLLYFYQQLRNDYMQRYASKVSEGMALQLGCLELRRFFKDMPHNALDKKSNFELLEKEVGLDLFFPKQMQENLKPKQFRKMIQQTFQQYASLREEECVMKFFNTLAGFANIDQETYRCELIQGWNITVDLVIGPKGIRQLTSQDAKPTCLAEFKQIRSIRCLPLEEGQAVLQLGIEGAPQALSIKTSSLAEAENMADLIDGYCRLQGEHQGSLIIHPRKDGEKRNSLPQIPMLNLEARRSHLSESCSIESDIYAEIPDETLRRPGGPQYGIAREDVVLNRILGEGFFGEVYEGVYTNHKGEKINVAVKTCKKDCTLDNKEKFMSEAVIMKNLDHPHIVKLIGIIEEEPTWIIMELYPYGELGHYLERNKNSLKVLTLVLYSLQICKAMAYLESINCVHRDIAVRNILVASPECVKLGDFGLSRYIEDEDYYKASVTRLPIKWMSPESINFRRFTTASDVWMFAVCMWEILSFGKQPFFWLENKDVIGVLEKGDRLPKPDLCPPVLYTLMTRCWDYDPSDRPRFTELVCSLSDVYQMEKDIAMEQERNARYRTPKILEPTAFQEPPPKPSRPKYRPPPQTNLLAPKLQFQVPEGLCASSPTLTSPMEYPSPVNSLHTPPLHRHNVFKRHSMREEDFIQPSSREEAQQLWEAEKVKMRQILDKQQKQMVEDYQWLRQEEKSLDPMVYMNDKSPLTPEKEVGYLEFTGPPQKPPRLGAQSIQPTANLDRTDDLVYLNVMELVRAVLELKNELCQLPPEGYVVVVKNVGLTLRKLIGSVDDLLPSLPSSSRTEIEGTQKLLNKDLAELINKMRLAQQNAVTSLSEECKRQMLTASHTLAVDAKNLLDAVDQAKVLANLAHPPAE
Smad3 FoxH1 inh = inhibitors of human Smad3 transcription factor binding | P84022 | TR-FRET Smad3/Dy647-FoxH1 peptide binding, europium anti-His | inhibition, % at 25 µM | 0.29% of 88,000 active | AID 630;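 active = compounds that reduce the energy-transfer binding signal between the protein and its labelled peptide by more than half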;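 note: 0% = Smad3 plus labelled peptide maximal FRET and 100% = peptide-only background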
TNFa cytotox = toxic to HUVEC cells under TNF alpha stimulation; HUVEC TNFalpha-stimulated, Hoechst cell count, imaging; cell count reduction, % at 2 µM; 0.17% of 93,000 active; AID 848;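 active = cell count reduction exceeding the screen mean by over 5 SD, scaled to untreated wells per plate, cut at about 78% in these data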;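 note: cells counted after 24 h of TNF alpha exposure following the 1 h pretreatment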
VCAM1 TNFa inh = reduces TNF alpha induced VCAM1 expression in HUVEC. HUVEC TNFa-induced VCAM-1 immunofluorescence, high-content imaging. inhibition, % at 2 µM. 0.48% of 95,000 active. AID 802;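 active = inhibition above the batch mean plus 3 SD, with images confirmed as a hit by eye, cut at about 37% in these data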;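 note: 0% = TNF-stimulated DMSO wells and 100% = unstimulated control wells; not every result past the cut was called active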
HUVEC inhibit = human endothelial cell proliferation inhibition. HUVEC proliferation, CellTiter-Glo luminescence, 72 h; stronger effect = lower value. viability, % at 10 µM (by protocol). 1.1% of 86,000 active;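 active = viability at or below 30%; inactive = viability above 30%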;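 note: 100% = median luminescence of DMSO-only cell control wells on each plate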
HUVEC tox IL1B = HUVEC cytotoxicity counter-screen, IL-1B stimulated; HUVEC cell count loss, Hoechst imaging; AID 845; 0.41% of 94,000 active; cell count reduction, % at 2 µM;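 active = cell count reduction more than 3 SD above the screen-wide mean, cut at about 70% in these data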;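 note: normalized per plate to untreated control cells as the no-loss baseline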
Starred values were filed as active, the others as inactive; / = no result given; [ ] = remark or other dose.

item	SMILES	F-actin modifier	Smad3 FoxH1 inh	HUVEC tox IL1B	Fibroblast inh	VCAM1 TNFa inh
1	O=C(O)CCN1CCOCC1	2	2	6	99	-10
2	CCn1nc(NC(=O)c2ccco2)c2cc3ccccc3nc21	30	-5	-110	109	3
3	CS(=O)(=O)c1ccc(Cl)c(S(=O)(=O)NCc2ccccc2)c1	-3	-1	-18	99	-14
4	CCC(=O)N1CCc2cc(S(=O)(=O)CCC(=O)Nc3nc(C)cs3)ccc21	25	7	3	88	32
5	COc1cc(-c2nc(Cc3ccccc3Cl)no2)cc(OC)c1OC	/	8	-82	97	-24
6	Fc1ccccc1OCCCN1CCOCC1	-8	-6	4	106	8
7	C=CCn1c(SCC(=O)NC(=O)NCCC)nnc1C1CCCCC1	-28	-8	12	102	-9
8	COCCSc1ccccc1C(=O)Nc1nnc(COC)s1	-2	-11	10	101	-13
9	c1ccc(CCCNc2ncccn2)cc1	-10	8[fluorescence artefact?]	2	112	-6
10	O=C(N(Cc1ccccc1)c1ccccn1)C12CC3CC(CC(C3)C1)C2	5	15	9	91	-2

item	PTK2B oligo ant	HUVEC inhibit	H69AR inhibit	TNFa cytotox
1	-0.43	94	89	-11
2	0.19	95	86	-17
3	0.44	104	112	/
4	0.52	92	1.8*	-26
5	-0.99	63	/	-40
6	0.64	96	78	9
7	0.23	96	98	13
8	0.57	98	78	-4
9	-0.05	85	100	-4
10	-0.51	92	96	-9

New compounds follow
item	SMILES	F-actin modifier	Smad3 FoxH1 inh	HUVEC tox IL1B	Fibroblast inh	VCAM1 TNFa inh
11	C=CC(=O)NC(NC(=O)C=C)c1ccc(Br)cc1	-15	/	-4	/	8
12	COC(=O)c1ccc(OC(=O)c2ccc(OC)c(OC)c2)c(OC)c1	35	-5	-18	106	-40
13	Cc1c(OCC(F)(F)F)ccnc1CS(=O)c1nc2ccccc2[nH]1 (stereo not drawn)	/	9	/	107	/
14	CC(=O)c1c(C)[nH]c(C(=O)Nc2cc(C)ccc2C)c1C	-6	9	-9	101	1
15	c1ccc2oc(CCc3nc4ccccc4o3)nc2c1	/	2	/	98	/
16	O=C(Nc1ccc2c(c1)OCO2)C1CCN(C(=O)CSc2ncnc3ccccc23)CC1	42	0	21	76	4
17	Cc1ccccc1-c1cc2c(nn1)-c1ccccc1C2=O	12	14	-23	14*	5
18	Cc1ccc(C)c(S(=O)(=O)N/N=C2/CCCc3ccccc32)c1	0	/	15	/	-12
19	CCn1c(COc2ccccc2)nnc1SCC(=O)NC1CCCCC1	-20	5	12	97	/
20	Cc1cccc(NC(=S)N2CCC(c3nc4ccccc4o3)CC2)c1C	18	/	-24	/	28

item	PTK2B oligo ant	HUVEC inhibit	H69AR inhibit	TNFa cytotox
11	0.05	/	/	-10
12	0.46	97	97	-45
13	/	99	76	/
14	/	95	81	-20
15	0.16	96	100	/
16	-0.04	64	50	-31
17	-1.7	3.2*	17*	-24
18	0.29	/	/	6
19	0.95	89	99	/
20	0.22	/	/	-4

Additional entries.
item	SMILES	F-actin modifier	Smad3 FoxH1 inh	HUVEC tox IL1B	Fibroblast inh	VCAM1 TNFa inh
21	COC(=O)Cn1cnc2c(C#N)c3n(c2c1=O)CCCCC3	-4	-4	14	102	8
22	CC(=O)NCCOC(=O)Nc1ccncc1	-5	1	14	98	2
23	CCOC(=O)CN(C(=O)CNC(=O)c1cccs1)C(C(=O)NC1CCCC1)c1cccnc1 (stereo not drawn)	21	/	10	/	-2
24	CCOC(=O)C1CCCN(C(=O)c2cc3c(=O)n(C)c4ccccc4c3n2C)C1 (stereo not drawn)	11	7	6	98	6
25	COc1ccc(NC(=O)C(CCSC)N2C(=O)c3ccccc3C2=O)cc1 (stereo not drawn)	-10	5	9	102	9
26	O=C(Cn1nnc2ccccc21)NCc1ccccc1	-13	0	4	95	-3
27	Cc1cccc(N2CCCC2=Nc2ccc(Br)cc2C#N)c1	9	/	-88	/	6
28	CCOC(=O)c1nn(-c2ccc(C)cc2)cc1O	-3	8	/	100	2
29	CC1(C)CC(=O)c2c(nn(-c3ccccc3)c2-c2ccncc2)C1	4	-2	4	87	2
30	COc1ccccc1NC(=O)NS(=O)(=O)c1ccc(C)cc1	-6	16	-9	100	-11

item	PTK2B oligo ant	HUVEC inhibit	H69AR inhibit	TNFa cytotox
21	0.95	111	101	-6
22	0.39	106	89	-12
23	1.8	/	/	-36
24	/	98	72	-52
25	0.27	92	97	-14
26	-0.47	97	90	-5
27	-0.26	/	/	-3
28	0.21	96	98	-13
29	0.64	116	49	-8
30	0.03	98	92	-12

Arranged by formula weight (low to high): some entries from above.
item	SMILES	F-actin modifier	Smad3 FoxH1 inh	HUVEC tox IL1B	Fibroblast inh	VCAM1 TNFa inh
21	COC(=O)Cn1cnc2c(C#N)c3n(c2c1=O)CCCCC3	-4	-4	14	102	8
29	CC1(C)CC(=O)c2c(nn(-c3ccccc3)c2-c2ccncc2)C1	4	-2	4	87	2
25	COc1ccc(NC(=O)C(CCSC)N2C(=O)c3ccccc3C2=O)cc1 (stereo not drawn)	-10	5	9	102	9

item	PTK2B oligo ant	HUVEC inhibit	H69AR inhibit	TNFa cytotox
21	0.95	111	101	-6
29	0.64	116	49	-8
25	0.27	92	97	-14

Remaining list, next part
item	SMILES	F-actin modifier	Smad3 FoxH1 inh	HUVEC tox IL1B	Fibroblast inh	VCAM1 TNFa inh
31	O=C(NC(=S)Nc1nc2c(s1)CSc1ccccc1-2)c1ccccc1	15	6	-38	87	-14
32	CCOc1ccc(C(=O)N2CCN(Cc3ccccc3)CC2)cc1	-12	4	-50	/	-17
33	Cc1csc(NC(=O)CSc2nc(C)cs2)n1	19	3	-15	108	-5
34	O=C(NNC(=O)c1ccccc1Br)c1ccc(Cl)c(Cl)c1	8	/	4	/	7
35	Cc1cnc(-c2nnc(N(C)C(=O)c3cnccn3)s2)cn1	/	-2	/	97	/
36	O=C1Nc2ccccc2C(O)(C(=O)NCc2ccco2)N1c1ccccc1 (stereo not drawn)	/	1	/	96	/
37	CCCSc1nc(N2CCOCC2)c2c(c1C#N)CCCC2	31	-5	20	89	-16
38	Cc1ccc(NC(=O)C(C)N2C(=O)C3C4CC(C(Br)C4Br)C3C2=O)cc1 (stereo not drawn)	-10	/	-52	/	2
39	OC(COc1ccc(Cl)cc1)CN1C2=NCCCN2c2ccccc21 (stereo not drawn)	-14	1	-1	92	-14
40	CCc1ccccc1NC(=O)CSc1nnc([C@@H](N)Cc2ccccc2)o1	/	13	-20	101	/

item	PTK2B oligo ant	HUVEC inhibit	H69AR inhibit	TNFa cytotox
31	0.86	75	51	-3
32	-0.31	90	88	-12
33	-0.58	99	82	-38
34	0.97	/	/	-24
35	/	97	98	/
36	1.2	100	96	/
37	-1.3	104	87	6
38	-1.1	/	/	-4
39	0.5	94	/	-20
40	0.85	93	93	/

New compounds follow.
item	SMILES	F-actin modifier	Smad3 FoxH1 inh	HUVEC tox IL1B	Fibroblast inh	VCAM1 TNFa inh
41	O=C(NC1CCCC1)C1CC1c1ccccc1 (stereo not drawn)	-2	/	7	/	-9
42	COc1ccc(C(O)C(CN2CCOCC2)c2ccccc2)cc1 (stereo not drawn)	-21	/	15	/	2
43	Cc1cccc(CSCCNC(=O)CSCc2ccc([N+](=O)[O-])cc2)c1	0	/	-18	/	0
44	O=C(COc1ccc(S(=O)(=O)N2CCCCC2)cc1)NCc1ccncc1	-8	-2	-3	98	11
45	COc1ccc(OC)c(C2C(C#N)=C(N)Oc3c2c(C)nn3-c2cccc(Cl)c2)c1 (stereo not drawn)	-5	10	5	/	-2
46	CC1CCC/C(=N/Nc2ccc([N+](=O)[O-])cc2[N+](=O)[O-])C1 (stereo not drawn)	-14	4[fluorescence artefact?]	-1	100	-5
47	CCCc1nc2cc(CC(=O)OC)ccc2o1	-17	/	10	/	2
48	Cc1ccc(-c2nc3cc(C)ccc3o2)cc1	5	0	-11	96	-6
49	O=C1OCCC1S(=O)(=O)c1ccc2ccccc2c1 (stereo not drawn)	-12	-4	2	97	17
50	O=C(CN1C(=O)C2(OCCO2)c2ccccc21)c1ccc(Cl)cc1	-28	/	-9	/	10

item	PTK2B oligo ant	HUVEC inhibit	H69AR inhibit	TNFa cytotox
41	0.08	/	/	-7
42	1.5	/	/	-6
43	0.99	/	/	-1
44	0.14	95	94	-1
45	-0.14	75	69	-26
46	-0.93	101	93	-32
47	-0.1	/	/	-3
48	-0.14	96	100	-31
49	0.26	97	99	-27
50	0.85	/	/	6

Next part:
item	SMILES	F-actin modifier	Smad3 FoxH1 inh	HUVEC tox IL1B	Fibroblast inh	VCAM1 TNFa inh
51	O=C(NCC1CCCO1)c1cc(-c2ccccc2)on1 (stereo not drawn)	2	9	-19	92	1
52	Cc1nn(CCc2n[nH]c(=S)n2-c2cccc(Cl)c2)c(C)c1[N+](=O)[O-]	15	/	-1	/	-1
53	Cc1cc2c(c(=O)n1CCCn1ccnc1)C(c1ccco1)C(C#N)=C(N)O2 (stereo not drawn)	13	-10	-64	107	-32
54	CCCCCN(C(=O)NC(=O)NC(C)CC)S(C)(=O)=O (stereo not drawn)	11	-7	-1	95	14
55	Cc1ccc(-c2nc3ccccc3o2)cc1NC(=O)Cc1cccs1	14	/	-8	/	-3
56	Cc1cccc(N(C)S(=O)(=O)c2cccc3nsnc23)c1	/	7	/	101	/
57	Cc1ccc(-n2nnnc2-c2cnn(-c3cccc(F)c3)c2C(F)(F)F)cc1	19	-9	13	91	9
58	COCCN1CN(S(=O)(=O)c2ccccc2)c2nc3ccccc3nc21	/	-5	24	109	/
59	CC(C)CSc1ncnc2c1oc1nc3c(cc12)COC(C)(C)C3	14	3	-12	95	15

item	PTK2B oligo ant	HUVEC inhibit	H69AR inhibit	TNFa cytotox
51	-0.49	91	89	-15
52	1.2	/	/	-17
53	-0.19	94	102	-51
54	0.33	92	111	-10
55	-0.09	/	/	-5
56	0.6	87	100	/
57	-2.7	106	97	-33
58	1.2	97	87	/
59	0.23	91	64	-13

By substructure, the entries above containing a CF3 group (two)
item	SMILES	F-actin modifier	Smad3 FoxH1 inh	HUVEC tox IL1B	Fibroblast inh	VCAM1 TNFa inh
13	Cc1c(OCC(F)(F)F)ccnc1CS(=O)c1nc2ccccc2[nH]1 (stereo not drawn)	/	9	/	107	/
57	Cc1ccc(-n2nnnc2-c2cnn(-c3cccc(F)c3)c2C(F)(F)F)cc1	19	-9	13	91	9

item	PTK2B oligo ant	HUVEC inhibit	H69AR inhibit	TNFa cytotox
13	/	99	76	/
57	-2.7	106	97	-33

Screening data from PubChem BioAssay.

This is a subset, so the mix of outcomes need not match the whole.
